Screening results: PubChem BioAssay, National Center for Advancing Translational Sciences (NCATS)
SNCA viab count: counter-screen for SNCA expression inhibitors: cell viability | HEK-293-SNCA-luc viability, GF-AFC fluorescence, 24 h | Potency, µM (top dose mostly 57.1 µM), without a hit: at the top dose activity change, negative = cytotoxicity, actives largely listed as cytotoxic | 150,000 tested, 0.12% active | AID 1671193;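 further: potency means the concentration at half of the fitted maximal effect; 0% = DMSO-treated cells and -100% = medium-only wells without cells; nearly all actives have a fitted effect of over 30% in size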
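Cytotoxicity counterscreen: after 24 h compound treatment of genome-edited SNCA-luciferase HEK-293 cells, live-cell protease substrate GF-AFC read by fluorescence after 30 min; activity scaled between DMSO (0%) and medium-only (-100%), curves Hill-fitted.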
NIH3T3 tox: NIH 3T3 cell cytotoxicity; 94,000 tested, 4.3% active; NIH 3T3 viability, CellTiter-Glo ATP luminescence, 48-72 h; Potency, µM (highest dose often 96.7 µM), inactives show top-dose activity change, negative = cytotoxicity, actives largely listed as inhibitors; further: potency means the concentration at half of the fitted maximal effect; nearly all actives have a fitted effect of over 55% in size
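Cytotoxicity was measured by CellTiter-Glo ATP luminescence after 48 or 72 h compound exposure at 37 °C. Mouse NIH 3T3 fibroblasts were seeded at 400 cells/well and dosed by 23 nL pin transfer.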
HEK293 tox: HEK 293 cell cytotoxicity; AID 1345083; HEK 293 viability, ATP luminescence (CellTiter-Glo), 48-72 h; Potency, µM (top dose mostly 115 µM), for inactives: top-dose activity change, negative = cytotoxicity, actives largely listed as inhibitors; 94,000 tested, 6.6% active; further: potency means the concentration at half of the fitted maximal effect; nearly all actives have a fitted effect of over 60% in size
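Cells seeded first (HEK 293, 250 cells/well), then compound added by pintool. Incubation ran 48 or 72 hr at 37 degree Celsius. CellTiter-Glo was added and luminescence imaged after 10 min at room temperature.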
FLuc inh: blocks purified firefly luciferase enzyme activity; P08659; purified P. pyralis luciferase, luminescence, biochemical; Potency, µM (series often up to 115 µM), for inactives: at the highest dose activity change, negative = inhibition, actives largely listed as inhibitors; 76,000 tested, 2.5% active; AID 1347043; further: potency means the concentration at half of the fitted maximal effect; nearly all actives have a fitted effect of over 65% in size
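Purified 10nM P. pyralis luciferase with 10uM D-luciferin and 10uM ATP in 50mM Tris acetate pH 7.5, 10mM Mg acetate, 0.01% Tween-20, 0.05% BSA. qHTS titration; luminescence read by CCD imager.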
SNCA expr inh: inhibitors of alpha-synuclein (SNCA) gene expression; HEK-293 SNCA-luciferase knock-in, luminescence, 24 h; Potency, µM (doses to about 57.2 µM), for inactives: at the highest dose activity change, negative = inhibition, hits mostly inhibitors; 140,000 tested, 0.17% active; AID 1671194;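 further: potency means the concentration at half of the fitted maximal effect; plate controls were DMSO cells for no effect and cell-free wells for full effect; nearly all actives have a fitted effect of over 45% in size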
GPT2 inhibitor: blocks human glutamate pyruvate transaminase 2 | Q8TD30 | Potency, µM (titrated, usually from 57.7 µM), for inactives: at the top dose activity change, negative = inhibition, hits mostly inhibitors | 100,000 tested, 0.25% active | Recombinant GPT2, coupled pyruvate oxidase/HRP Amplex Red fluorescence; further: potency means the concentration at half of the fitted maximal effect; nearly all actives have a fitted effect of over 60% in size; many of its hits are not listed in these tables
Target sequence (Q8TD30 whole entry, looked up): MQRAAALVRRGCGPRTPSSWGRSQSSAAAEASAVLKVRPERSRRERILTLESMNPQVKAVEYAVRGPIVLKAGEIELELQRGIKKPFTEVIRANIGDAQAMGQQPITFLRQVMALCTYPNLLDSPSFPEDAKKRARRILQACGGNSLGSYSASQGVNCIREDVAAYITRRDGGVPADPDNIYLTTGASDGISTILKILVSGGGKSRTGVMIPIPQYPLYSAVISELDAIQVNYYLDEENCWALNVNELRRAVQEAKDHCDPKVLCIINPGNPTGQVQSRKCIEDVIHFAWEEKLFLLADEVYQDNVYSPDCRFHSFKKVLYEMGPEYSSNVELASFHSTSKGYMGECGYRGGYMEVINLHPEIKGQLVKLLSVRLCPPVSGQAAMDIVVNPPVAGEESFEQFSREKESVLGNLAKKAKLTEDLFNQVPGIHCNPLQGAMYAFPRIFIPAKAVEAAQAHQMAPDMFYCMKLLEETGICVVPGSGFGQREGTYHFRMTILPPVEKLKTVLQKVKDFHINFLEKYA
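Recombinant GPT2 (10ng/uL) with 250uM a-KG and 2mM L-alanine, 30 min at room temperature, in HEPES pH 7.5 buffer. Pyruvate detected by pyruvate oxidase/HRP/Amplex Red fluorescence after 30 min in the dark; AOA (50uM) as positive control.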
IP6K1 inhibitor: IP6K1 kinase inhibition; Q92551; IP6K1 kinase, ADP-Glo luminescence, 2 h; active compounds read low; activity change, % (series mostly up to about 58 µM); 140,000 tested, 0.81% active; in the data active means activity change below about -25%
Target sequence (Q92551 whole entry, looked up): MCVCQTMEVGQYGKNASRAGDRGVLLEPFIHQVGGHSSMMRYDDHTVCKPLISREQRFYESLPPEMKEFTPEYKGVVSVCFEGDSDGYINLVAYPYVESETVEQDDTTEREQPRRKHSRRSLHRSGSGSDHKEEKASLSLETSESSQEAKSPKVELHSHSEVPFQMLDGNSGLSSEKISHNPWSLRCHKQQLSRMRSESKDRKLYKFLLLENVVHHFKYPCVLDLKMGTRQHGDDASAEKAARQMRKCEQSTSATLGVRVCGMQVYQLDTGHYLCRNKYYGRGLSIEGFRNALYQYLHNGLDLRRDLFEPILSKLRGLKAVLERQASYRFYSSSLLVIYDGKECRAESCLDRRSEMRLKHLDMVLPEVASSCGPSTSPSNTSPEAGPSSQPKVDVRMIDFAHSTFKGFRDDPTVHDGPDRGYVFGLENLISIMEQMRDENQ
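ADP-Glo luminescence measures ADP made by human IP6K1 during a 2 h RT reaction with ATP/IP6 (mix at 1.3 mM/130 uM); top library doses 57.5 and 19.1 uM final.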
Starred values were filed as active, the others as inactive; i = inactive; ? = inconclusive; . = not tested or not shown; & = joins results of further samples; [ ] = another dose, or the depositor's remark. Unless noted, the call rests on the fitted dose curve; in most records, active means well fitted curve in the direction sought with a large enough effect; inconclusive means small, poorly fitted or top-dose-only effect, or another doubt; inactive means no such curve, though single readings can be large; an effect the other way counts as inactive or inconclusive. Unless noted, on the % scale 0 is the no-effect control and ±100 the full control effect.

The first 3 records (preview)
Sequence of screens: NIH3T3 tox	HEK293 tox	GPT2 inhibitor	SNCA expr inh	IP6K1 inhibitor	FLuc inh	SNCA viab count
Cc1cccc(Cl)c1NC(=O)CN1C(=O)NC2(CCC(C)CC2)C1=O (configuration not stated)
 : -7%	-10%	4%	21%	-2	0%	-5%
Cc1noc([C@@H]2CC(F)(F)CN2C(=O)c2cc(C3CC3)[nH]n2)n1
 : -3%	-4%	i	0%	3	3%	5%
COc1ccc(C(=O)CC2(O)C(=O)Nc3c(Cl)ccc(Cl)c32)cc1 (configuration not stated)
 : .	.	-9%&-4%	-26%	13	.	?

This part in full, repeating the preview:
Sequence of screens: NIH3T3 tox	HEK293 tox	GPT2 inhibitor	SNCA expr inh	IP6K1 inhibitor	FLuc inh	SNCA viab count
Cc1cccc(Cl)c1NC(=O)CN1C(=O)NC2(CCC(C)CC2)C1=O (configuration not stated)
 : -7%	-10%	4%	21%	-2	0%	-5%
Cc1noc([C@@H]2CC(F)(F)CN2C(=O)c2cc(C3CC3)[nH]n2)n1
 : -3%	-4%	i	0%	3	3%	5%
COc1ccc(C(=O)CC2(O)C(=O)Nc3c(Cl)ccc(Cl)c32)cc1 (configuration not stated)
 : .	.	-9%&-4%	-26%	13	.	?
CC(=O)N1CCc2cc(Br)cc(S(=O)(=O)N3CCC(C)CC3)c21
 : .	.	.	12%	-15	.	-3%
CCCc1nc(CN(CC)C(=O)c2ccc(NC(=O)C3CCC3)cc2)no1
 : -17%	-22%	0%	-18%	-3	0%	-3%
COC(=O)[C@H](Cc1ccc(OC)cc1)NC(=O)[C@H]1CN(C(=O)c2ccc(N(C)C)cc2)CCN1C(=O)C1CCCCC1
 : ?	?	-1%	?	-4	2%	?
COc1ccc(-c2c(C)c3ccc(O)c(CN4CCOCC4)c3oc2=O)cc1OC
 : .	.	.	8%	19	.	?
O=C1CCC(C(=O)N2CCc3ccc(S(=O)(=O)Nc4cccnc4)cc3C2)=NN1
 : -17%	-7%	-1%	13%	-2	-5%	2%
Cc1cccc(N2CCN(C(=O)c3cnn(-c4ccccc4)c3C3CCN(C(=O)OC(C)(C)C)CC3)CC2)c1C
 : .	.	.	10%	2	.	8%
O=C(Cn1ccn2nc3c(c2c1=O)CCCC3)NCc1ccc(F)cc1
 : 0%	11%	i	1%	-6	6%	-4%
O=C(NC1CCN(c2ccc3nnc(-c4ccccc4)n3n2)C1)c1ccccc1Cl (configuration not stated)
 : 32µM*	35µM*	.	.	12	.	.
CCC(C)(C)C(=O)NC1CCN(C(=O)N2CC3CC(C2)[C@H]2CCCC(=O)N2C3)CC1 (some centres not stated)
 : i	8%	i	-10%	19	-3%	1%
O=C(O)c1ccc(Cn2c(SCc3ccc(F)cc3)nc3ccncc32)cc1
 : .	.	.	-14%	2	.	13%
COc1cc(F)ccc1-c1ccnc2ncnn12
 : i	-1%	i	4%	5	7%	6%
CN(CC(=O)N1CCC(CCOc2ccc(F)cc2)C1)S(=O)(=O)c1ccc2c(c1)oc(=O)n2C (configuration not stated)
 : ?	35µM*	i	?	13	0%	?
COc1ccc(NCCN2CCCC2)cc1
 : -12%[174 µM]	1%[230 µM]	-21%[88.5 µM]	11%[87.6 µM]	-17	.	-11%[87.6 µM]
COCCN1C(=O)[C@H]2CN(Cc3ccc(C)s3)C[C@H]2C1=O
 : -3%	-8%	2%	-26%	-5	-2%	3%
COC[C@H]1C[C@@H](NC(=O)c2cncnc2)[C@H](O)[C@@H]1O
 : -5%[174 µM]	3%[230 µM]	0%[88.5 µM]	17%[87.6 µM]	-7	-4%[230 µM]	0%[87.6 µM]
CN1CC[C@H]2CN(C(=O)CCCc3ccc(F)cc3)C[C@@]2(C(=O)O)C1
 : -3%	1%	i	0%	-12	0%	3%
CC(C)C(=O)N1CCC(N2C(=O)C(O)C23CCCCC3)CC1 (configuration not stated)
 : 2%	i	i	8%	-2	1%	2%
COc1ccc(-c2cc3c(ccn3Cc3ccncc3)c(N3CCOCC3)n2)cn1
 : ?	?	4%[88.5 µM]	26%[87.6 µM]	-14	-4%[172 µM]	9%[87.6 µM]
NCc1ccc(S(N)(=O)=O)cc1
 : .	.	-7%	47%[25.6 µM]	16	.	3%[23.9 µM]
CCOC(=O)c1cc2c(=O)n3ccccc3nc2n(Cc2ccco2)c1=NC(=O)c1ccc(Br)cc1
 : .	.	.	35%[activator]	8	.	?
COc1ccc(-c2cc(C(F)(F)F)n3nc(C)c(-c4ccccc4)c3n2)cc1OC
 : .	.	.	-11%	-7	.	4%
CN(C)c1ccc(C(=O)N[C@H]2CO[C@H]3[C@@H]2OC[C@@H]3n2nnnc2Oc2cccc(N(C)C)c2)cc1
 : -28%	?	2%	-5%	9	-19%	0%
CCc1ccccc1NC(=O)Nc1nnc(N2CCCC2)s1
 : .	.	.	-14%	-6	.	-9%
CN1CCN(c2ccc3nc(-c4c(N)c5c(F)cccc5[nH]c4=O)[nH]c3c2)CC1
 : .	.	i	76%[activator]	.	.	-1%
Cc1nc(C)c(C(=O)N2CC[C@H]3C(=O)NCCCCCCN(Cc4ccncc4)[C@@H]3C2)s1
 : -11%	-4%	4%	14%	15	-10%	3%
Cc1ccccc1Nc1c(-c2ccc(N3CCOCC3)cc2)nc2ncccn12
 : .	.	.	54%[activator]	12	.	2%
COC(=O)[C@@H]1Cc2ncn(C(C)C)c2CN1C(=O)c1ccc(OC)cc1
 : 2%[174 µM]	-4%[172 µM]	-3%[88.5 µM]	6%[87.6 µM]	4	15%[172 µM]	-4%[87.6 µM]
COc1ccc(C(=O)N2Cc3[nH]cnc3C[C@H]2c2nc(-c3ccc(OC(F)(F)F)cc3)no2)cc1
 : -25%	-9%	-12%	-32%	1	-19%	5%
O=C(C1CCC1)N1CCC(C(=O)N2CCCC2c2ccco2)CC1 (configuration not stated)
 : 1%	-21%	0%	6%	-5	5%	7%
Cc1noc(C)c1[S+](=O)([O-])N1CCCC2(CC(c3cccnc3)=NO2)C1 (configuration not stated)
 : -10%	i	2%	6%	0	.	-1%
CCC1(O)CCC12CCN(C(=O)CC1CCCC1)CC2 (configuration not stated)
 : -13%	-19%	-36%	0%	-5	-5%	-17%
CN(Cc1ccccc1)c1ccc(-c2nc(-c3cccnc3)no2)cc1[N+](=O)[O-]
 : .	.	.	8%	29	.	12%
COCCO[C@H]1C(=O)N(C2CCN(C(=O)c3cnc(C)cn3)CC2)[C@H]1c1ccncc1
 : 0%	2%	i	17%	19	-10%	0%
Cc1ccc2c(C(=O)Nc3ccc(N4CCOCC4)cc3)cc(NC(=O)C3CCC3)cc2n1
 : -25%	?	i	13%	5	?	-7%
COc1ccc(-c2c(C#N)c(SCC(=O)Nc3ccc(C)c(C)c3)nc(C)c2C(=O)Nc2ccc(Cl)cc2)cc1
 : .	.	.	-13%	-19	.	-4%
CCc1ccc(C(=O)c2cn(CC(=O)NCCc3ccc(OC)c(OC)c3)c3nc(C)ccc3c2=O)cc1
 : .	.	.	-13%	19	.	?
COCc1nncn1C1CCN(C(=O)c2ccc(C)c(C)c2)CC1
 : i	7%	-6%	5%	6	6%	8%
CNC(=O)N1CCC(C2CCN(C(=O)c3cc(C)n(CCOC)c3C)C2)CC1 (configuration not stated)
 : -10%	-10%	4%	?	0	-12%	-19%[12.5 µM]
Cc1ccc(Nc2ccnc(N3CCCN(C(=O)Cc4cccc(Cl)c4)C3)n2)cc1
 : 28µM*	13µM*	4%	-4%	3	.	4%[12.5 µM]
O=C(NC1CCN(Cc2ccccc2)CC1)[C@H]1CN(Cc2ccccc2)C[C@H]1C(=O)O
 : -19%	-8%	-27%	-1%	7	-3%	-17%
COc1cccc(CNC(=O)N[C@@H]2CN(c3ncccn3)C[C@H]2CN(C)C)c1
 : -12%	-12%	1%	16%	24	-5%	8%
CCOC(=O)c1ccc(NC(=O)c2ccc3c(c2)N(C)C2CCCCN2C3=O)cc1 (configuration not stated)
 : ?	35µM*	i	6%	5	-13%	8%[12.5 µM]
CCOC(=O)c1sc(NC(=O)Cn2nc3c(cc2=O)CCCC3)nc1C
 : i	i	i	4%	9	-2%	-6%
O=C(c1cc(F)ccc1F)N1CCC(Cc2noc(C3CC3)n2)C1 (configuration not stated)
 : -12%	i	2%	7%	-2	.	11%
COc1cccc(CCC(=O)N2CCCC(c3[nH]ccc3C(N)=O)C2)c1 (configuration not stated)
 : -9%	-7%	i	42%[activator]	8	0%	-2%[12.5 µM]
Cc1cnc(C(=O)N2CCCC(CCc3cccc(F)c3)C2)cn1 (configuration not stated)
 : -8%	-15%	i	2%	10	0%	6%
COc1ccc(C(CC(=O)N2CCN(C)CC2)c2ccccc2)cc1 (configuration not stated)
 : -26%	-10%	i	15%	9	0%	-5%
Cc1nn2c(c1-c1ccccc1C(C)C)N(CCC(C)C)CCC2
 : 8.9µM*	11µM*	-14%[88.5 µM]	?	-2	-16%[172 µM]	?
CC(C)n1c(=O)c2oc3ccccc3c2n(Cc2ccccc2F)c1=O
 : .	.	.	?	18	.	-3%
O=C(Nc1ccccc1)N1CCCC(C(=O)N2CCC(N3CCCC3=O)CC2)C1 (configuration not stated)
 : -11%	-2%	3%	39%[activator]	-4	.	8%
O=C(NC[C@H]1OC[C@@H](NC2CCC(F)(F)CC2)[C@@H]1O)c1cccs1
 : 4%[174 µM]	i	-6%[88.5 µM]	0%[87.6 µM]	19	-1%[172 µM]	0%[87.6 µM]
CCNC(=O)C1CCN(C(=O)CC(=O)Nc2ccccc2OCC)C1 (configuration not stated)
 : 2%	2%	?	8%	-8	0%	5%
Cc1nnc2ccc(N3CCC(NC(=O)C(C)C)CC3)nn12
 : -15%[138 µM]	1%[172 µM]	.	.	6	.	.
CC(=O)N1CCCc2cc(S(=O)(=O)N3CCC(C(=O)N(C)C4CCCCC4)CC3)ccc21
 : .	.	.	-12%	-11	.	-21%
CN1CCN(C(=O)CC2=C3CCCCC3NC2=O)CC1 (configuration not stated)
 : i	0%	-8%	12%	34	0%	0%
Cc1noc([C@@H]2CC(F)(F)CN2C(=O)c2ccc(F)cn2)n1
 : -8%	1%	-15%	0%	-6	-14%	2%
Cc1ccc(CNC(=O)Cn2c(C)cc3nc4n(c(=O)c32)CCCCC4)cc1
 : -6%	-19%	i	5%	8	9%	-8%
Cc1cccc(OCC(=O)N[C@@H]2CN(c3ccncn3)C[C@H]2CN(C)C)c1
 : i	i	i	-2%	-5	-2%	-7%
CCOc1ccccc1C1NC(=O)N(CC(=O)NC(C)(C)C)C2=C1C(=O)OC2 (configuration not stated)
 : 4%	3%	-7%	1%	0	14%	8%
